PLCb3 inh: blocks human PLC-beta3 enzyme activity. Q01970. Purified PLC-beta3, fluorogenic substrate, fluorescence. inhibition, % at 12.2 µM. 0.18% of 370,000 active; in the data active = inhibition above about 11%;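 also: 0% = median of compound wells on plate and 100% = full blocker control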
Target sequence (Q01970 whole entry, looked up): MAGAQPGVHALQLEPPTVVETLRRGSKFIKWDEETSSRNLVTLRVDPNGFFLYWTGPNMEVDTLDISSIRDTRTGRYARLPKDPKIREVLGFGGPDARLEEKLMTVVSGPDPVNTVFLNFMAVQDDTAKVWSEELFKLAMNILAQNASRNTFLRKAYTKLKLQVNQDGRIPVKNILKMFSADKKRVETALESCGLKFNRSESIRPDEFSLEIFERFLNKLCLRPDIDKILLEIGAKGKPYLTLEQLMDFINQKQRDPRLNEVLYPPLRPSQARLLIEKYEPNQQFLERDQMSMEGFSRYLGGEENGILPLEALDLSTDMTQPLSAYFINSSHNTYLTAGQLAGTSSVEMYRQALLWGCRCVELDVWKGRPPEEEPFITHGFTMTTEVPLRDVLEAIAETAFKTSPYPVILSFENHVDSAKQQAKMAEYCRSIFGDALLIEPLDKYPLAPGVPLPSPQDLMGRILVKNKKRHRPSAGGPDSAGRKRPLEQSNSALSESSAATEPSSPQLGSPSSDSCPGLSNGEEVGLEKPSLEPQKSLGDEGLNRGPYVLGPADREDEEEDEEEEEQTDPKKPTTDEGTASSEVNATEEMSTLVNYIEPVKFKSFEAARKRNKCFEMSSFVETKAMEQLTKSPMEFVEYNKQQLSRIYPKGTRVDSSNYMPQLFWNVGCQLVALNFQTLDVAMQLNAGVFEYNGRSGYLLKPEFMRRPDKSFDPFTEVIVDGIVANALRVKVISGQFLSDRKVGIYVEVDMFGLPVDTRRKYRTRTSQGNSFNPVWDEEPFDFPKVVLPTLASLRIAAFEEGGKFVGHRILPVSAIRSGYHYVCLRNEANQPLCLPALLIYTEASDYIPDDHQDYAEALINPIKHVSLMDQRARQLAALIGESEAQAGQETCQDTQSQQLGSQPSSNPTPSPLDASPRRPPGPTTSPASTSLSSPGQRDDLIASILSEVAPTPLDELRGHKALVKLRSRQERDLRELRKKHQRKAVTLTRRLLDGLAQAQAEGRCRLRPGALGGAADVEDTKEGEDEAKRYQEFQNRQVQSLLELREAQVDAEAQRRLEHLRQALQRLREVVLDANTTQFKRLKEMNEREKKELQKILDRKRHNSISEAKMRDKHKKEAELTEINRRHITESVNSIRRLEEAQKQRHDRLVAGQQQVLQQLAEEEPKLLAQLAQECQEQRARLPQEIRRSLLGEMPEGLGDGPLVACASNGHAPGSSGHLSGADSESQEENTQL
DDE Tn6 FP inh: inhibitors of Tn6 peptide binding to human fibrin DD(E). AID 720509. Fibrin DD(E) TRITC-Tn6 fluorescence polarization displacement. 0.21% of 370,000 active. P02675. inhibition, % at 8.3 µM;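 active = inhibition above a per-campaign cutoff: mean of compounds within control limits plus 3 SD, cut at about 15% in these data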;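 also: 0% = median of all compound wells on the plate and 100% = blocking peptide control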
proKLK7 act: activators of human kallikrein-7 zymogen | P49862 | purified proKLK7, EDANS-DABCYL substrate fluorescence; 100% is mature enzyme control, 0% vehicle | activation, % at 7 µM | 0.9% of 370,000 active | AID 652039;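 active = activation above the mean of all tested compounds plus 3 SD, computed per campaign excluding outliers beyond control limits, cut at about 13% in these data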
Rev-erbA mod: modulates human Rev-erb alpha binding to DNA. Rev-erbα–FITC-DNA binding, fluorescence polarization, 90 min. AID 1259318. 0.79% of 370,000 active. P20393. activity, % at 10 µM;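 active = activity above about 14%, limit read from the data; passing the limit was not always enough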;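 also: 0% = DMSO wells with 35 nM protein and 100% = DMSO wells with 750 nM protein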
ARFGAP1 inh: inhibits rat ARF GTPase activating protein 1; Q62848; Arfgap1-stimulated ARF1 GTP hydrolysis, GDP FP detection; inhibition, % at 16.5 µM; 0.26% of 360,000 active;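 active = inhibition above a per-plate limit, mean inhibition of low control wells plus 3 SD, cut at about 25% in these data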;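 also: 0% = DMSO wells with enzyme and 100% = wells lacking Arfgap1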
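Replicates: Single well per compound | Assay system: Truncated rat Arfgap1 GAP domain | Control set: No-Arfgap1 wells (100%) versus DMSO full-reaction wells (0%) | Times: Enzyme reaction 120 min at 25 °C after 20 min preincubation | Reagent: Human ARF1(Δ1-17)-GTP substrate | Measured by: Tracer-displacement fluorescence polarization with EDTA stop, 620/688 nm | Measure: Percent inhibition of Arfgap1-stimulated GTP hydrolysis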
HGIII-sPLA2 inh: Blocks human group III sPLA2 activity; AID 743126; 0.56% of 370,000 active; QFRET BODIPY PC-A2 liposome hydrolysis, fluorescence; inhibition, % at 12.2 µM; Q9NZ20;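 active = inhibition above mean plus 3 SD of compounds lying within the high and low control bounds, cut at about 19% in these data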;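 also: 0% = median of test compound wells and 100% = no enzyme DMSO wells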
PLCg1 inh: blocks human PLC-gamma1 enzyme activity | P19174 | purified PLC-gamma1, fluorogenic substrate, fluorescence | inhibition, % at 12.2 µM | 0.84% of 370,000 active; in the data active = inhibition above about 9.5%
ASAP1 inh: inhibitors of human ASAP1 ArfGAP activity; AID 624377; Q9ULH1; 0.19% of 360,000 active; inhibition, % at 16.5 µM; ASAP1-stimulated ARF1 GTP hydrolysis, GDP FP detection; in the data active = inhibition above about 25%;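 also: 0% = vehicle with enzyme and substrate and 100% = no enzyme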
UHRF1 binding: human UHRF1 methylated DNA binding inhibitors | Q96T88 | UHRF1 binding to methylated oligo, TR-FRET | inhibition, % at 4.4 µM | 0.75% of 370,000 active; in the data active = inhibition above about 21%;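 also: UHRF1 SRA domain binding a hemimethylated CpG hairpin DNA probe; 0% = median of test compound wells and 100% = reference inhibitor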
DDE Tn7 FP inh: disrupts Tn7 cyclic peptide binding to fibrin D-Dimer-E complex; FP displacement of FITC-Tn7 peptide from fibrin DD(E); 0% = median of compound wells per plate; AID 720508; 0.13% of 370,000 active; inhibition, % at 8.3 µM; P02675;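 active = inhibition above the mean of compounds falling within the control limits plus 3 SD of them, cut at about 14% in these data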;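 also: 0% = plate median of compound wells and 100% = 10 µM Aha-Tn7 peptide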
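system = human fibrin DD(E) protein | quantity = DD(E) 2 µM final | medium = Tris/NaCl/CaCl2 buffer, pH 7.8 | also added = labelled Tn7 tracer, 0.1 µM | compound dosing = single point at 8.3 µM | timing = compound with protein 10 min, then 3 h after probe, room temperature | signal = FP measurement | benchmarks = Aha-Tn7 high control | repeats = one replicate per compound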
* marks the source's active call; other numbers are inactive results; i = inactive; · = not tested or not shown.

#1 COc1ccc(CCNS(=O)(=O)c2cccc(S(=O)(=O)N3CCCC3)c2)cc1OC
#2 Cc1nnc(N/N=C/c2c(O)n(-c3cccc(C(F)(F)F)c3)c(=O)c3ccccc23)[nH]c1=O
#3 Cc1cc(C)n(Cc2ccc(C(=O)O)cc2)n1
#4 CCn1c(SCc2c(Cl)cccc2Cl)nc2nc3c(cc2c1=O)CCCC3
#5 O=C(/C=C/c1ccccc1)Nc1ccc(C(=O)N2CCCCC2)cc1
#6 CC(C)(C)NC(=O)C(c1ccncc1)N(C(=O)c1csnn1)c1cccc2ccccc12 (stereo not drawn)
#7 COCCNC(=S)Nc1ccccc1Cc1ccccc1
#8 CCCC[C@@H]1CNCCN1CC1(c2ccccc2)CC1
assay / compound	1	2	3	4	5	6	7	8
proKLK7 act	-0.1	0.9	-0.3	-0.7	0.4	-0.7	0.3	0.2
HGIII-sPLA2 inh	-11	-41	0	16	-10	0	12	16
DDE Tn7 FP inh	3	-3	-9	0	4	5	2	-3
PLCg1 inh	1	-40	5	0	-5	-1	0	7
DDE Tn6 FP inh	11	4	5	-9	6	5	1	-4
UHRF1 binding	-4	1	-2	4	1	-2	1	1
ARFGAP1 inh	-1	7	1	16	6	10	17	11
Rev-erbA mod	-3	6	2	2	-4	-1	1	-3
ASAP1 inh	-18	0	-6	8	2	-8	3	-7
PLCb3 inh	2	-55	1	-10	-7	-2	-6	0

The list goes on; the last 4 above are carried over.
#5 O=C(/C=C/c1ccccc1)Nc1ccc(C(=O)N2CCCCC2)cc1
#6 CC(C)(C)NC(=O)C(c1ccncc1)N(C(=O)c1csnn1)c1cccc2ccccc12 (stereo not drawn)
#7 COCCNC(=S)Nc1ccccc1Cc1ccccc1
#8 CCCC[C@@H]1CNCCN1CC1(c2ccccc2)CC1
#9 O=c1[nH]c(=S)[nH]c2c1C(c1cc([N+](=O)[O-])c(N3CCOCC3)cc1N1CCOCC1)O2 (stereo not drawn)
#10 O=C(c1cccn(Cc2ccc(Cl)c(Cl)c2)c1=O)N1CCOCC1
#11 COc1ccc2c(c1)OC1=C(C(=O)CCC1)C2C1=C(O)CCCC1=O (stereo not drawn)
#12 Cc1ccc(NC(=S)NNc2ncc(C(F)(F)F)cc2Cl)c(C)c1
#13 COc1ccc(CN2CCNC(=O)C2CC(=O)NCCc2nc(C)c(C)s2)c(OC)c1 (stereo not drawn)
#14 CC(C)Cc1cc(C(=O)NCc2cccs2)no1
#15 O=C1NC[C@H](CCCCN2C[C@H](Cc3ccc(O)cc3)N(CCc3ccccc3)C(=O)C2=O)N(CCc2ccc(O)cc2)C1=O
#16 Cc1ccc(NC(=O)NNC(=O)c2snnc2C)cc1
assay / compound	5	6	7	8	9	10	11	12	13	14	15	16
proKLK7 act	0.4	-0.7	0.3	0.2	0.7	0.1	1.8	0.5	0.1	-0.1	-0.1	-0.8
HGIII-sPLA2 inh	-10	0	12	16	5	1	-4	7	3	-3	11	-3
DDE Tn7 FP inh	4	5	2	-3	-1	5	-1	-1	4	-18	6	0
PLCg1 inh	-5	-1	0	7	3	3	-12	-3	-2	4	4	1
DDE Tn6 FP inh	6	5	1	-4	3	-7	-2	7	8	5	3	-2
UHRF1 binding	1	-2	1	1	-2	1	-2	-2	-3	2	-1	1
ARFGAP1 inh	6	10	17	11	5	4	2	0	1	8	1	4
Rev-erbA mod	-4	-1	1	-3	1	-1	-5	-6	2	-1	3	-6
ASAP1 inh	2	-8	3	-7	0	0	-7	0	6	3	15	-3
PLCb3 inh	-7	-2	-6	0	4	0	-17	0	-13	3	2	-1

#17 CCOC(=O)NC1Cc2ccccc2C1Sc1ccccn1 (stereo not drawn)
#18 COc1cccc(CNC(=O)CN2C(=O)CCSc3ccc(S(=O)(=O)N4CCCC4)cc32)c1
#19 Cc1oc2ccc(OCc3ccc(Br)cc3)cc2c1C(=O)O
#20 N#CC1=C(N2CCOCC2)/C(=C\c2ccccc2)CC1
#21 O=C(C1CCCO1)N1CCN(c2ccccn2)CC1 (stereo not drawn)
#22 O=C(NCCc1nnc2ccc(NCc3ccccc3Cl)nn12)c1ccccc1
#23 CCn1c(SCc2nc3cc(OC)c(OC)cc3c(=O)[nH]2)nnc1-c1ccncc1
#24 Cn1c(CCNC(=O)c2cccs2)nnc1SCC(=O)Nc1nc(-c2ccccc2)cs1
assay / compound	17	18	19	20	21	22	23	24
proKLK7 act	-0.1	0.8	0.6	-13	-0.3	0.1	-1.3	0.1
HGIII-sPLA2 inh	0	-3	-13	-3	12	8	0	-3
DDE Tn7 FP inh	-1	2	-2	2	10	1	3	1
PLCg1 inh	2	1	-1	-427	3	-2	-14	2
DDE Tn6 FP inh	-2	9	-3	-7	-7	6	-1	-1
UHRF1 binding	-1	0	0	-1	5	2	-3	2
ARFGAP1 inh	15	11	-2	7	16	1	0	2
Rev-erbA mod	-1	-8	-7	11	-4	-4	0	-3
ASAP1 inh	10	-5	-7	-12	11	2	-6	2
PLCb3 inh	-1	1	-11	i	-3	-10	-15	2

#25 C[C@H]1NS(=O)(=O)c2cccc(Cl)c2O[C@@H]1c1ccccc1
#26 O=C(COc1ccc2c(c1)OCO2)Nc1nncs1
#27 Cc1coc2cc3oc(=O)c(CCC(=O)NCCCN4CCOCC4)c(C)c3cc12
#28 CCOc1ccc(C(=O)N2CCc3ccccc32)cc1OCC
#29 O=C(CN1C(=O)NC2(CCCC2)C1=O)N1CCN(S(=O)(=O)c2ccccc2[N+](=O)[O-])CC1
#30 O=C1C(=O)N(CCN2CCCCC2)c2ccccc21
#31 N#Cc1ccccc1S(=O)(=O)N1CCN(c2nc(-c3cccs3)nc3ccccc23)CC1
#32 Cc1onc(-c2ccccc2Cl)c1C(=O)NCCCN1CCOCC1
assay / compound	25	26	27	28	29	30	31	32
proKLK7 act	-0.2	-0.2	5.2	-0.1	0.8	0.3	·	0.4
HGIII-sPLA2 inh	-5	0	7	-5	-4	-5	-3	5
DDE Tn7 FP inh	8	-2	3	-3	-3	2	-6	-5
PLCg1 inh	-2	-1	-40	-3	3	1	1	-2
DDE Tn6 FP inh	4	-8	1	-4	4	1	-4	-10
UHRF1 binding	1	1	3	-1	-2	-6	-1	3
ARFGAP1 inh	-10	1	-8	-7	-9	0	·	9
Rev-erbA mod	1	-9	3	7	0	-2	9	-1
ASAP1 inh	1	-1	-2	1	-2	-10	·	3
PLCb3 inh	-2	-3	-54	-4	-4	1	1	-1

#33 COc1ccc(-c2nnc(-c3cc4c(ccc5ccccc54)oc3=O)o2)cc1
#34 COc1ccccc1NS(=O)(=O)c1ccc(C(=O)OCC(=O)NCc2ccco2)cc1
#35 Cc1ccc(C)c(NC(=O)C(Sc2nnc(-c3cccs3)o2)c2ccccc2)c1 (stereo not drawn)
#36 CCc1cc(CNC(=O)c2ccc(OC3CCN(C(C)=O)CC3)c(OC)c2)on1
#37 CCCn1c(N)c(C(=O)CSc2nnc(-c3ccoc3C)n2C)c(=O)n(C)c1=O
#38 Cc1cccc(N2CCN(CCCNC(=O)c3ccc(NC(=O)C4=CSCCO4)cc3)CC2C)c1 (stereo not drawn)
#39 FC(F)(F)c1cccc(NC(=S)Nc2cccc(NC(=S)Nc3cccc(C(F)(F)F)c3)n2)c1
#40 CCCCN1C2=C(C(=O)CC(C)(C)C2)C(c2ccccc2)C2=C1c1ccccc1C2=O (stereo not drawn)
assay / compound	33	34	35	36	37	38	39	40
proKLK7 act	-1.7	0.2	1.4	0.4	0.2	0.8	-0.1	0.2
HGIII-sPLA2 inh	1	-6	-1	0	11	-17	8	8
DDE Tn7 FP inh	0	7	1	-2	0	-5	3	4
PLCg1 inh	-13	0	-2	1	2	0	-4	-2
DDE Tn6 FP inh	5	0	4	5	1	-11	-8	8
UHRF1 binding	-1	4	1	0	1	0	-5	-1
ARFGAP1 inh	7	1	0	1	0	12	-1	-15
Rev-erbA mod	-4	-2	-3	-2	3	1	0	1
ASAP1 inh	-6	-1	14	17	8	2	-1	-11
PLCb3 inh	-17	-5	-1	-3	2	-10	-12	1

#41 O=C(COC(=O)c1ccc(Cl)nc1)Nc1ccc2c(c1)CCC2
#42 O=C(Nc1cc(Cl)ccc1Cl)N1CCCC1
#43 Cc1ccccc1NC(=O)c1ccccc1N(C)S(=O)(=O)c1ccccc1
#44 CC(=O)c1ccc2noc(-c3ccccc3)c2c1
#45 Cc1ccc(CNC(=O)Cn2c([N+](=O)[O-])cnc2C)cc1
#46 COc1ccc(OC)c(NC(=O)C2CCCN2S(=O)(=O)c2ccc3c(c2)CC(C)N3C(C)=O)c1 (stereo not drawn)
#47 CN(CC(=O)Nc1ccc(F)c(Cl)c1)S(=O)(=O)c1ccc2c(c1)n(C)c(=O)c(=O)n2C
#48 COc1ccc(CNCC#CC2=CCCCC2)c(OC)c1
assay / compound	41	42	43	44	45	46	47	48
proKLK7 act	-0.2	-0.1	-0.3	3.7	-0.8	0.5	-0.5	0.8
HGIII-sPLA2 inh	1	-1	-5	-6	7	11	6	-7
DDE Tn7 FP inh	2	8	-5	4	8	-3	-1	2
PLCg1 inh	-1	-1	2	-42	-3	1	0	-2
DDE Tn6 FP inh	-2	-6	5	3	-1	0	4	-1
UHRF1 binding	2	-3	0	-7	-3	0	1	-2
ARFGAP1 inh	-6	-47	1	1	-1	10	4	·
Rev-erbA mod	3	0	1	3	-1	-4	1	0
ASAP1 inh	-3	15	6	3	-5	0	5	·
PLCb3 inh	-6	3	-8	-52	0	-3	-7	0
